Source: PubChem BioAssay (several laboratories)
Bcl-W Bim block – human Bim-Bcl-W interaction inhibition; AID 952; bead-based flow cytometry, Bim peptide-Bcl-W binding; 190,000 compounds, 0.02% hits; inhibition, % at 10 µM; Q92843;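 further: 0% = bound tracer without compound and 100% = peptide blocker; higher means less fluorescent Bim peptide bound to Bcl-W beads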
Bim-Mcl-1 – disrupts Bim peptide binding to human Mcl-1 | Q07820 | Bead-based flow cytometry, Bim peptide-Mcl-1 binding | inhibition, % at 10 µM | 190,000 compounds, 0.1% hits;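 further: 0% = no compound tracer wells and 100% = peptide blocker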
Target sequence (Q07820 whole entry, looked up): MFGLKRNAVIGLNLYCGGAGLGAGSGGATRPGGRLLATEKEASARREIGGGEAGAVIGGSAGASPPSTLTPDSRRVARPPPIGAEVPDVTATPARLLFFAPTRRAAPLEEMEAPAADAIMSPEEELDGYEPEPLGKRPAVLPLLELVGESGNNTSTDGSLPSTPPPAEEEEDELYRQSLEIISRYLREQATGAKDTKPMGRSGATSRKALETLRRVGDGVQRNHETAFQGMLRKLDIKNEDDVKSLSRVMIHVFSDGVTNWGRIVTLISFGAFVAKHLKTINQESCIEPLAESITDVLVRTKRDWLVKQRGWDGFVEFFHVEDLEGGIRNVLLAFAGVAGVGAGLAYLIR
Bim-Bcl-XL – human Bim-Bcl-XL interaction inhibition | Q07817 | Bim peptide-Bcl-XL binding, bead flow cytometry, fluorescence | inhibition, % at 10 µM | 190,000 compounds, 0.04% hits
Target sequence (Q07817 whole entry, looked up): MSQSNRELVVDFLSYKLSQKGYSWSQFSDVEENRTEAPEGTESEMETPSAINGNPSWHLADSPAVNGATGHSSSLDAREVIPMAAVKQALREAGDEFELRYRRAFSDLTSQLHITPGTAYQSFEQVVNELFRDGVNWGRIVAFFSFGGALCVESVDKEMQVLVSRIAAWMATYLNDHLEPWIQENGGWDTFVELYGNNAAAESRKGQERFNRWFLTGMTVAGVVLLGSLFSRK
Bfl-1 Bim block – inhibitors of Bim-Bfl-1 interaction, human; Bead-based flow cytometry, Bim-Bfl-1 binding inhibition; 190,000 compounds, 0.12% hits; inhibition, % at 10 µM;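 further: 0% = wells without compound plus tracer and 100% = blocker peptide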
Mcl1-Bid inh – Mcl-1/Bid interaction inhibition | TR-FRET Mcl-1/Bid-Dy647 peptide binding, 1536-well | AID 1021 | 220,000 compounds, 0.97% hits | inhibition, % at 21.7 µM | Q07820;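 active means compounds that cut the binding signal by more than half at the single screening dose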;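 further: His-tagged Mcl-1 with europium anti-His antibody binding Bid BH3 peptide; 0% = Mcl-1 plus peptide wells and 100% = peptide-only wells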
Bim-Bcl-2 – inhibitors of Bim-Bcl-2 interaction, human; P10415; Bead-based flow cytometry, Bim peptide-Bcl-2 binding; inhibition, % at 10 µM; 190,000 compounds, 0.06% hits; AID 950; in the data active means inhibition above about 40%; inconclusive means no clear call, values can overlap the other calls;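 further: 0% = no compound wells with probe peptide and 100% = reference peptide inhibitor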
Target sequence (P10415 whole entry, looked up): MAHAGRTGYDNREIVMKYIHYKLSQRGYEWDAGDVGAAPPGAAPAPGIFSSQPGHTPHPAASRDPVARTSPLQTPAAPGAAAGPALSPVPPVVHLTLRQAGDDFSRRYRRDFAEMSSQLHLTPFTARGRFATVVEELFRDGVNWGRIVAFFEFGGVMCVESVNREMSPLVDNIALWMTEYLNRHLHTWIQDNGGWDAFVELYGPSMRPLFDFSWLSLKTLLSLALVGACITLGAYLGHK
RGS8-Gao reg – human RGS8-Galphao interaction regulation. P09471. multiplexed bead flow cytometry, RGS8-Galphao binding; actives lie on both sides. response (percent of control binding), % at 10 µM. 220,000 compounds, 0.34% hits. AID 1423; in the data active means response below about 60% or above about 140%; inactive means in between;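 further: Galphao activated as the GDP aluminium fluoride complex binding bead-coupled RGS8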
RGS4-Gao reg – modulates binding of RGS4 to human Galphao. Multiplexed bead flow cytometry; actives lie on both sides. binding response (% of control), % at 10 µM. 220,000 compounds, 0.33% hits. AID 1415; in the data active means binding response below about 49% or above about 150%; inactive means in between;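 further: fluorescent Galphao activated with aluminum fluoride binding bead-coupled RGS4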
RGS7-Gao reg – modulates binding of RGS7 to human Galphao; 220,000 compounds, 0.35% hits; binding response (% of control), % at 10 µM; AID 1439; Multiplexed bead flow cytometry; actives lie on both sides; P09471; in the data active means binding response below about 49% or above about 150%; inconclusive means no clear call, values can overlap the other calls; inactive means in between;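 further: fluorescent Galphao held in activated GDP-AlF4 state binding bead-coupled RGS7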
Bcl-B Bim block – disrupts Bim peptide binding to human Bcl-B; Q9HD36; bead-based flow cytometry; inhibition, % at 10 µM; 190,000 compounds, 0.073% hits; AID 951;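 further: 0% = tracer peptide without compound and 100% = reference inhibitor peptide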
Target sequence (Q9HD36 whole entry, looked up): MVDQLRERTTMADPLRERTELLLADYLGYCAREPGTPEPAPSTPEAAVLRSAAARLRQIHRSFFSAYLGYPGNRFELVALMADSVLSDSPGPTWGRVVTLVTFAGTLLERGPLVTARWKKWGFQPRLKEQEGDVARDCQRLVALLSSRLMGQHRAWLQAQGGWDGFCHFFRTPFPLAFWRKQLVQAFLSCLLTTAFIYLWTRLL
Mcl1-Noxa inh – Mcl-1/Noxa interaction inhibition; inhibition, % at 21.7 µM; 220,000 compounds, 1.5% hits; TR-FRET Mcl-1/Noxa peptide binding, 2 h;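 active means compounds that cut the protein-peptide binding signal by more than 50% relative to plate controls in a single-dose test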;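 further: His-tagged Mcl-1 with rhodamine Noxa BH3 peptide and terbium anti-His antibody; 0% = Mcl-1 plus Noxa peptide wells and 100% = peptide-only wells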
The depositor's hits bear a star; ? = inconclusive; . = no result given. Unless noted, no stated cut-off is given here; in the data, active means inhibition above about 40%.

#1 O=C(Cn1cc(C(=O)c2ccco2)c2ccccc21)Nc1ccccc1F
#2 CN(C)S(=O)(=O)c1ccc(C(=O)Nc2cccc(S(=O)(=O)NC3=NCCC3)c2)cc1
#3 CCc1cc(-c2n[nH]c(CCC(=O)O)c2-c2nc3ccccc3n2C)c(O)cc1O
#4 COc1cccc(CNS(=O)(=O)c2cccc(S(=O)(=O)N3CCOCC3)c2)c1
#5 CCOC(=O)C1CCC(CN(Cc2ccccc2C)S(=O)(=O)c2ccc([N+](=O)[O-])cc2)CC1 (centres undefined)
#6 NC(=O)Cc1ncc(C(F)(F)F)cc1Cl
Assay by compound,1,2,3,4,5,6
Bcl-W Bim block,-2,.,-2,3,-1,-1
Bim-Mcl-1,-1,.,0,-1,-3,-6
Bim-Bcl-XL,-5,.,-2,-8,-3,-6
Bfl-1 Bim block,-7,.,-4,-12,1,-2
Mcl1-Bid inh,-27,-13,-22,0,-4,-30
Bim-Bcl-2,-5,.,-3,-10,-3,-5
RGS8-Gao reg,101,101,102,103,105,99
RGS4-Gao reg,100,100,102,102,104,97
RGS7-Gao reg,99,?,101,99,103,97
Bcl-B Bim block,-2,.,-3,-6,-2,-9
Mcl1-Noxa inh,-3,7,12,-2,4,6

#7 CC(C)(C)C(=O)Nc1ccc(S(=O)(=O)Nc2ccccn2)cc1
#8 Cc1ccc(CNC(=O)CCS(=O)(=O)c2cccc3nonc23)cc1
#9 CCN(CCCNC(=O)CCNC(=O)Cn1cnc2ccccc2c1=O)c1ccccc1
#10 Cc1ccc(C2C(C(=O)c3cccs3)=C(O)C(=O)N2c2cccc(C)n2)cc1 (centres undefined)
#11 COc1cccc2[nH]c3c(Cl)ncnc3c12
#12 CC(=O)c1c(C)[nH]c(C(=O)Nc2nc(-c3ccc(-c4ccccc4)cc3)cs2)c1C
Assay by compound,7,8,9,10,11,12
Bcl-W Bim block,3,0,-7,.,-3,-2
Bim-Mcl-1,2,-1,-6,.,0,-3
Bim-Bcl-XL,0,-5,-7,.,0,-3
Bfl-1 Bim block,2,-10,-29,.,-5,2
Mcl1-Bid inh,-13,93*,-33,-98,-1,-10
Bim-Bcl-2,2,-8,-7,.,-3,1
RGS8-Gao reg,102,100,104,101,100,100
RGS4-Gao reg,105,101,107,102,98,100
RGS7-Gao reg,106,109,102,?,96,99
Bcl-B Bim block,-3,-6,-13,.,-4,-6
Mcl1-Noxa inh,-6,4,20,8,5,8

#13 CC(C)(C)NC(=O)Cn1nnc(-c2ccc(Cl)cc2)n1
#14 COc1ccc(-c2cc(C(=O)OCC(=O)Nc3cc(C)on3)c3ccccc3n2)cc1OC
#15 O=C(NCC1COc2ccccc2O1)C1CCN(S(=O)(=O)c2cccc3nsnc23)CC1 (centres undefined)
#16 COC(C(=O)NC1CC1)c1ccccc1 (centres undefined)
#17 COC1CCCCC1Nc1cc(C)ccc1C (centres undefined)
#18 O=C(CSc1ncnc2nc[nH]c12)N1CCN(c2ccccc2)CC1
Assay by compound,13,14,15,16,17,18
Bcl-W Bim block,-1,0,-2,-3,0,-3
Bim-Mcl-1,-4,-4,-2,-3,-2,-2
Bim-Bcl-XL,-5,-10,-1,-3,-6,-9
Bfl-1 Bim block,-15,-13,-1,0,-12,-11
Mcl1-Bid inh,12,-5,-6,-10,49,-12
Bim-Bcl-2,-11,-12,-3,0,-8,-9
RGS8-Gao reg,95,100,99,81,102,99
RGS4-Gao reg,93,101,107,91,103,99
RGS7-Gao reg,97,98,104,93,101,98
Bcl-B Bim block,-10,-9,-8,-5,-8,-3
Mcl1-Noxa inh,4,.,14,13,37,13

Shown as a hit in Mcl1-Bid inh (from the list above):
#8 Cc1ccc(CNC(=O)CCS(=O)(=O)c2cccc3nonc23)cc1
Assay by compound,8
Bcl-W Bim block,0
Bim-Mcl-1,-1
Bim-Bcl-XL,-5
Bfl-1 Bim block,-10
Mcl1-Bid inh,93*
Bim-Bcl-2,-8
RGS8-Gao reg,100
RGS4-Gao reg,101
RGS7-Gao reg,109
Bcl-B Bim block,-6
Mcl1-Noxa inh,4

(continued)
#19 CC(NC(=O)C1(C)CC1(Br)Br)C(C)(C)C (centres undefined)
#20 Cc1ccc(S(=O)(=O)N(C)c2ccc(C(=O)N3CCCCC3)cc2)cc1
#21 Cc1ccc([N+](=O)[O-])cc1NC(=O)C(C)NS(=O)(=O)c1ccc(F)cc1 (centres undefined)
#22 CCN=C1SC(CC(=O)NCc2ccccc2)C(=O)N1CC (centres undefined)
#23 Cc1csc2c(N3CCN(C(=O)Nc4ccc(Cl)c(Cl)c4)CC3)ncnc12
#24 COc1ccccc1NC(=O)CS(=O)(=O)c1cccc2nsnc12
Assay by compound,19,20,21,22,23,24
Bcl-W Bim block,1,0,0,11,.,-2
Bim-Mcl-1,0,-3,0,0,.,-5
Bim-Bcl-XL,-2,-7,-3,9,.,-10
Bfl-1 Bim block,-8,-16,-6,4,.,-17
Mcl1-Bid inh,-13,-15,-31,7,-10,-7
Bim-Bcl-2,-3,-7,-3,1,.,-14
RGS8-Gao reg,103,102,100,90,105,102
RGS4-Gao reg,102,101,101,91,103,98
RGS7-Gao reg,104,98,100,98,?,99
Bcl-B Bim block,-5,-9,-4,7,.,-14
Mcl1-Noxa inh,-25,17,-1,15,-32,4

Of the compounds above, 3 have fluorine.
#1 O=C(Cn1cc(C(=O)c2ccco2)c2ccccc21)Nc1ccccc1F
#6 NC(=O)Cc1ncc(C(F)(F)F)cc1Cl
#21 Cc1ccc([N+](=O)[O-])cc1NC(=O)C(C)NS(=O)(=O)c1ccc(F)cc1 (centres undefined)
Assay by compound,1,6,21
Bcl-W Bim block,-2,-1,0
Bim-Mcl-1,-1,-6,0
Bim-Bcl-XL,-5,-6,-3
Bfl-1 Bim block,-7,-2,-6
Mcl1-Bid inh,-27,-30,-31
Bim-Bcl-2,-5,-5,-3
RGS8-Gao reg,101,99,100
RGS4-Gao reg,100,97,101
RGS7-Gao reg,99,97,100
Bcl-B Bim block,-2,-9,-4
Mcl1-Noxa inh,-3,6,-1

(listing goes on)
#25 O=c1cc(CN2CCN(c3cccc(Cl)c3)CC2)c2cc3c(cc2o1)CCCC3
#26 Cc1cccc(NC(=S)NC(=O)c2cccs2)n1
#27 Cc1cccc(/N=C/c2c(C)[nH]n(-c3ccccc3)c2=O)n1
#28 CCCn1c(=O)c(C(=O)OCC)c(O)c2cc(Br)ccc21
#29 Cn1cccc1/C=C1\SC(=S)N(NC(=O)c2ccccc2)C1=O
#30 Cc1c(C(=O)Nc2ccncc2)oc2ccccc12
Assay by compound,25,26,27,28,29,30
Bcl-W Bim block,0,2,.,9,2,1
Bim-Mcl-1,1,-2,.,5,1,-3
Bim-Bcl-XL,0,-3,.,1,0,-4
Bfl-1 Bim block,-11,-12,.,-1,-1,-16
Mcl1-Bid inh,-12,-42,-28,-4,-25,-23
Bim-Bcl-2,-1,-10,.,8,0,-14
RGS8-Gao reg,99,105,103,102,99,99
RGS4-Gao reg,100,108,103,100,100,100
RGS7-Gao reg,95,106,?,96,101,99
Bcl-B Bim block,-6,-6,.,2,-3,-10
Mcl1-Noxa inh,6,-5,4,17,3,-7

Whole records, quoted from the list. Screens in order: Bcl-W Bim block | Bim-Mcl-1 | Bim-Bcl-XL | Bfl-1 Bim block | Mcl1-Bid inh | Bim-Bcl-2 | RGS8-Gao reg | RGS4-Gao reg | RGS7-Gao reg | Bcl-B Bim block | Mcl1-Noxa inh
Shown for `Cc1cccc(NC(=S)NC(=O)c2cccs2)n1` → 2 | -2 | -3 | -12 | -42 | -10 | 105 | 108 | 106 | -6 | -5
Shown for `CCCn1c(=O)c(C(=O)OCC)c(O)c2cc(Br)ccc21` → 9 | 5 | 1 | -1 | -4 | 8 | 102 | 100 | 96 | 2 | 17

The list goes on.
#31 N#CCSc1nnc(Cc2cccc3ccccc23)n1C1CCCCC1
#32 COc1ccc(Nc2ncnc3nc[nH]c23)cc1OC
#33 O=C(Cn1nnc(-c2ccccc2)n1)NNC(=O)c1ccccc1
#34 CC(C)CC(C(=O)O)C(C)CC(=O)Nc1ccn(-c2ccccc2)n1 (centres undefined)
#35 CCc1nnc(NC(=O)CSc2nc(SC)ns2)s1
#36 COc1ccc2sc3ccccc3c(=O)c2c1OC
Assay by compound,31,32,33,34,35,36
Bcl-W Bim block,-2,0,0,-3,-8,1
Bim-Mcl-1,-2,1,-1,-6,-5,1
Bim-Bcl-XL,-2,-7,-5,-10,-8,-1
Bfl-1 Bim block,-1,-9,-2,-19,-8,0
Mcl1-Bid inh,11,-19,-33,-1,-1,-4
Bim-Bcl-2,0,-10,0,-12,-3,0
RGS8-Gao reg,100,101,101,103,103,95
RGS4-Gao reg,100,96,100,102,103,97
RGS7-Gao reg,101,97,?,103,97,94
Bcl-B Bim block,-1,-5,-14,-10,-14,1
Mcl1-Noxa inh,0,16,-9,-9,1,18

#37 CCCOP(=O)(OCCC)c1nc(-c2ccccc2)oc1NCc1ccccc1
#38 CCN(CC)c1ccc(C2=NNC(=O)CC2C)cc1[N+](=O)[O-] (centres undefined)
#39 CCOC(=O)c1nn(-c2ccc(Cl)cc2)c2nc(CC)c(C#N)c(=O)n12
#40 O=C(c1nc2ccccc2[nH]1)c1ccccc1[N+](=O)[O-]
#41 CSc1ccc(/C=C/C(=O)c2ccc(NC(=O)C(C)C)cc2)cc1
#42 Cc1ccc(C(=O)NNC2CC(=O)N(c3ccc4c(c3)OCCO4)C2=O)cc1 (centres undefined)
Assay by compound,37,38,39,40,41,42
Bcl-W Bim block,-1,-4,-11,.,-2,1
Bim-Mcl-1,-1,-5,-1,.,-5,2
Bim-Bcl-XL,-5,-4,-11,.,-8,3
Bfl-1 Bim block,-1,-5,-3,.,-17,-4
Mcl1-Bid inh,-64,-5,0,-27,-21,1
Bim-Bcl-2,-1,0,-8,.,-9,3
RGS8-Gao reg,105,104,95,101,100,96
RGS4-Gao reg,103,104,95,103,102,95
RGS7-Gao reg,103,102,95,?,102,93
Bcl-B Bim block,0,0,-7,.,-15,0
Mcl1-Noxa inh,1,3,-19,-4,6,12

#43 Cc1cccc(-n2c(-c3ccncc3)n[nH]c2=S)c1
#44 CCOC(=O)C1=C(N)OC2=C(C(=O)CC(C)C2)C1c1cccnc1 (centres undefined)
#45 CC(=O)Nc1ccc(Nc2cc(C)nc3c(-c4ccc(Cl)cc4)c(C)nn23)cc1
#46 CC(Cc1ccccc1)NC(=O)C1(c2ccccc2)CCOCC1 (centres undefined)
#47 COC(=O)Nc1nc2ccc(-c3n[nH]c(=O)c4ccccc34)cc2[nH]1
Assay by compound,43,44,45,46,47
Bcl-W Bim block,0,-3,-10,0,3
Bim-Mcl-1,-2,-2,-10,1,3
Bim-Bcl-XL,5,-9,-16,-1,1
Bfl-1 Bim block,9,-1,3,-5,-1
Mcl1-Bid inh,-28,-2,36,0,-5
Bim-Bcl-2,25,-4,-8,-5,3
RGS8-Gao reg,102,102,94,100,94
RGS4-Gao reg,100,95,91,98,104
RGS7-Gao reg,100,96,91,100,104
Bcl-B Bim block,-41,-6,-8,-5,-3
Mcl1-Noxa inh,24,11,30,-4,6
